# Hsp70 displacement – small molecules displacing fluorescent ligand from Hsp70 – biochemical, fluorescence polarization, primary screen (AID 583). Hsp70 fluorescence polarization probe displacement, mP; higher % means a stronger effect. displacement, % at 20 µM; hits with a dose series show IC50 in µM. 0.06% of 140,000 active; in the data active = displacement above about 50%;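 note: plate controls were vehicle for no effect and reference ligand for full effect; a part of the inactive calls stands beside numbers as strong as those of hits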
# Rat MKP-3 inhibitors – MKP-3 phosphatase inhibitors, primary screen, biochemical, rat enzyme, in vitro (AID 425); 0.17% of 110,000 active; recombinant MKP-3 phosphatase activity, fluorescence; higher % means a stronger effect; one-dose inhibition, % at 20 µM; IC50 in µM for titrated hits; in the data active = inhibition above about 50%;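 note: plate controls were vehicle for no effect and reference inhibitor for full effect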
# Numbers without * were called inactive; . = no result given; & = joins results of further samples. A portion of the library (hit frequency here may not be typical).
# Start of the listing, in advance:
mol | Hsp70 displacement | Rat MKP-3 inhibitors
CCOC(=O)C1CCCN(C(=O)c2cc3c(-c4cccc(OC)c4)nn(C)c3s2)C1 (stereo not drawn) | -3.1% | -5.3%
Brc1cccc(-c2nc(-c3ccncc3)no2)c1 | -2.0% | -1.7%
O=C(O)CCC(=O)N1N=C(c2ccccc2)CC1c1cccs1 (stereo not drawn) | -2.2% | 0.4%

# All compounds of this part, from the first entry:
mol | Hsp70 displacement | Rat MKP-3 inhibitors
CCOC(=O)C1CCCN(C(=O)c2cc3c(-c4cccc(OC)c4)nn(C)c3s2)C1 (stereo not drawn) | -3.1% | -5.3%
Brc1cccc(-c2nc(-c3ccncc3)no2)c1 | -2.0% | -1.7%
O=C(O)CCC(=O)N1N=C(c2ccccc2)CC1c1cccs1 (stereo not drawn) | -2.2% | 0.4%
CCOC(=O)c1sc2nc(CC(=O)OC)nc(NCc3ccc(Cl)cc3)c2c1C | -4.1% | .
CC(=O)NS(=O)(=O)c1ccc(NC(=O)c2cc([N+](=O)[O-])ccc2Cl)cc1 | -2.5% | 3.8%
CCn1c2ccccc2c2cc(C3C(C(=O)OC)=C(C)NC4=C3C(=O)CCC4)ccc21 (stereo not drawn) | -3.1% | -4.6%
CNc1oc(-c2cccs2)nc1C#N | -2.7% | -5.3%
Cc1c(NC(=O)CN(c2ccc(F)cc2)S(=O)(=O)c2ccccc2)c(=O)n(-c2ccccc2)n1C | 0.2% | 3.6%
Cc1ccc(-c2csc3n[nH]c(=S)n23)cc1 | 3.0% | -1.0%
Cc1cn2c(-c3ccncc3)nnc2s1 | -0.6% | 0.4%
Cc1ccc(CNC(=O)CCn2nc(-c3ccc(Cl)cc3)ccc2=O)cc1 | 6.0% | .
Cc1ccc(N(CC(=O)Nc2ccc(Oc3ccccc3)cc2)S(C)(=O)=O)cc1 | -6.5% | -0.8%
Cc1ccc(S(=O)(=O)Oc2cccc(/C=C3\SC(=S)NC3=O)c2)cc1 | -3.4% | 0.8%
c1cncc(-c2nc3ccccn3c2Nc2ccc3c(c2)OCCO3)c1 | 1.3% | -2.1%
CCOc1ccc(C(N)=O)cc1OC | -0.4% | -5.0%
N#CCSc1nc2scc(-c3cccs3)c2c(=O)n1CCc1ccccc1 | -1.4% | -1.6%
COC(=O)C(C)Oc1ccc(=O)[nH]n1 (stereo not drawn) | -6.2% | -14.7%
CCCOc1ccc(C2(C(=O)O)CCCC2)cc1 | 5.7% | -9.8%
CC1(C)CC(=O)C2=C(C1)Nc1ccccc1NC2c1coc2ccccc2c1=O (stereo not drawn) | -4.6% | 2.4%
CS(=O)(=O)Nc1ccc(S(=O)(=O)N2CCOCC2)cc1 | -2.0%&0.3% | -6.1%&1.6%
O=C(O)CCNC(=O)/C(=C\c1ccccc1)NC(=O)c1ccccc1 | -1.1% | -1.4%
CCOC(=O)c1cc(-c2ccccc2)n(CCC(=O)NC(C)CC)c1C (stereo not drawn) | -3.0% | .
Nc1nc(Cn2nnc(-c3ccccc3Cl)n2)nc(N2CCOCC2)n1 | 1.8% | -2.6%
COC(=O)c1[nH]c2ccccc2c1NC(=O)Oc1ccccc1 | -3.7% | -9.9%
O=C(Nc1cccc(Cl)c1)Nc1nnc(C(c2ccccc2)c2ccccc2)s1 | -1.9% | -1.3%
CC(C)CC(=O)Nc1ccc(OCC(=O)O)cc1 | 6.3% | -7.2%
O=C(N/C(=C/c1ccc(Cl)cc1)c1nc2ccccc2[nH]1)c1ccco1 | 0.2% | 0.0%
CC1=C(C(=O)Nc2ccccc2)C(c2ccc(C)cc2)NC(=S)N1 (stereo not drawn) | 0.3% | 1.5%
CCCc1c(C)nc2c(Cl)cccc2c1SCC(=O)O | -2.7% | 1.7%
CCOC(=O)c1[nH]c2ccc(OC)cc2c1NC(=O)OC | 0.9% | -3.4%
CCn1c(-c2ccc(F)cc2)n[nH]c1=S | 1.2% | -20.1%
CCc1ccc(Nc2nc(N)nc(CSc3nnnn3-c3ccccc3)n2)cc1 | 2.5% | 9.9%
CCN(CCCNC(=O)CCNC(=O)Cn1cnc2ccccc2c1=O)c1cccc(C)c1 | 5.1% | 5.8%
Cc1nn(-c2ccc(F)cc2)c2sc(C(=O)OCC(=O)N3CCC(C)CC3)cc12 | 1.9% | -8.2%
COc1ccccc1Nc1ncc(-c2cccs2)s1 | . | 10.3%
C/C=C/c1ccc(OC)c(OC(C)=O)c1 | 0.8% | -16.3%
Cc1ccc(NC(=O)N2CCC(c3nc4c(nnn4Cc4c(F)cccc4Cl)c(=O)[nH]3)CC2)cc1 | -7.5% | .
CC(OC(=O)CNC(=O)C12CC3CC(CC(C3)C1)C2)C(=O)Nc1ccc(N2CCOCC2)cc1 (stereo not drawn) | 3.9% | -4.4%
Cc1cccc(-c2cc(C(=O)O)c3ccccc3n2)c1 | 1.1% | 4.3%
CCOC(=O)c1ccc(Nc2nnc(-c3ccccc3)c3ccccc23)cc1 | -3.3% | 2.1%
CC(C)c1ccc(NC(=O)c2ccc(Br)o2)cc1 | -3.5% | .
O=C(Nc1cc(Cl)cc(Cl)c1)c1ccc2c(c1)OCCO2 | 0.3% | 0.0%
CC(=O)Nc1ccc(Cl)cc1C(=O)O | -1.6% | 1.5%
CCOC(=O)N1CCN(C(=O)c2ccc(NC(C)=O)cc2)CC1 | 1.7% | .
O=C(O)[C@@H]1CSC2(CCSC2)N1 (stereo partly drawn) | 7.8% | 0.4%
CCC(=O)Nc1ccccc1C(=O)N1CCCC1 | 2.6% | .
NNC(=O)C1CCCn2c1nc1sc3c(c1c2=O)CCCC3 (stereo not drawn) | -0.6% | .
COc1ccccc1NC(=O)c1c(NC(=O)c2ccco2)sc2c1CCC2 | -0.8% | -3.4%
COc1ccccc1-n1c(C=C2C(=O)N(C)c3ccccc32)nc2ccccc2c1=O | 2.2% | 2.9%
COc1cccc(NS(=O)(=O)c2cc(C)ccc2OC)c1 | . | -14.9%
CCN(CC)CC(=O)Nc1c(-c2ccccc2)c2cc(Br)ccc2[nH]c1=O | 1.2% | -9.3%
COc1cccc(NC(=O)C(C)Oc2ccccc2)c1 (stereo not drawn) | 3.7% | -13.4%
O=C(Nc1cccc(S(=O)(=O)c2cccc(NC(=O)c3cccs3)c2)c1)c1cccs1 | 2.4% | 4.0%
NNC(=O)c1cc(-c2ccc(N)cc2)nc2ccc(Br)cc12 | 3.8% | -3.7%
Cc1c(C(=O)N(C)Cc2ccccc2)oc2ccc(S(=O)(=O)N3CCCC3)cc12 | 4.4% | -7.5%
O=c1[nH]c2ccccc2n1CCCSCCCn1c(=O)[nH]c2ccccc21 | 0.5% | -1.5%
COCc1cc(C)nc2sc(C(=O)OC)c(N)c12 | 4.6% | 0.4%
Cc1cccc(NC(=O)c2cnccn2)c1 | 15.1% | 12.6%
O=C(C1CCCN(S(=O)(=O)c2cccc3nsnc23)C1)N1CCN(c2ccccn2)CC1 (stereo not drawn) | -2.1% | -5.0%
COc1ccc[nH]c1=O | 3.8% | 8.4%

# Carrying on.
mol | Hsp70 displacement | Rat MKP-3 inhibitors
O=C(Nc1ccccc1)O/N=C\c1ccc(F)cc1 | 0.9% | -0.4%
CC(C)c1ccc(S(=O)(=O)N2CCN(CCC(=O)Nc3ccc(N(C)C)cc3)CC2)cc1 | 2.3% | -7.2%
COc1cc(/C=N/N2CCN(c3ccccc3OC)CC2)ccc1OC(C)=O | 1.0% | -0.6%
COc1cc2c(cc1OC)CN(C(=O)C(C)(C)C)CC2 | . | -8.7%
Cc1c(NC(=O)Nc2ccc3ccccc3c2)c(=O)n(-c2ccccc2)n1C | -0.1% | 1.3%
CCOC(=O)c1[nH]nc(-c2cc(CC)c(O)cc2O)c1-c1cscn1 | 4.4% | .
COc1ccc(OCCNC(=O)Nc2cc(F)c(F)cc2Cl)cc1 | 0.5% | 2.5%
CCOC(=O)C(Cc1c[nH]c2ccccc12)NC(=O)CNC(C)=O (stereo not drawn) | 5.3% | -15.9%
CCOC(=O)CC1C(C(=O)OCC)ON2OC(C(=O)OC)C(C(=O)OCC)C12 (stereo not drawn) | 1.2% | .
CCCN(CCC)CCNC(=O)C1c2ccccc2C(=O)N(CCOC)C1c1ccc(F)cc1 (stereo not drawn) | 2.8% | .
COc1ccc(OCC(O)Cn2c(=N)n(CCN3CCOCC3)c3ccccc32)cc1 (stereo not drawn) | -2.8% | 3.9%
O=C(Nc1ccc(F)cc1)Nc1ccc(OC(F)(F)F)cc1 | 3.6% | 4.6%
CN1CCN(C(=O)C2CCC(CNS(=O)(=O)c3cccc4cccnc34)CC2)CC1 (stereo not drawn) | 1.6% | 0.6%
CCc1ccc(-n2c(C)cc(/C=C3/NC(=O)NC3=O)c2C)cc1 | -1.3% | 3.5%
COC(=O)c1sccc1NC(=O)C1C2C=CC(O2)C1C(=O)O (stereo not drawn) | 2.0% | -6.9%
C#CCNc1nc(C)nc2c1nnn2Cc1ccccc1F | -0.1% | 2.9%
CCOC(=O)c1sc(NC(=O)c2cc(S(=O)(=O)N3CCOCC3)ccc2C)nc1C | 3.4% | 6.1%
CCOc1ccc(C(CC(=O)O)NS(=O)(=O)c2ccc(C)cc2)cc1OC (stereo not drawn) | 3.1% | -6.1%
COc1ccccc1N1CCN(/N=C\c2ccc(OC)c(OC)c2OC)CC1 | 3.2% | -0.3%
Cc1ccc(NC(=O)CSCC(=O)N2CCOCC2)cc1 | -0.7% | .
Cc1c(N2C(=O)c3ccccc3C2=O)cccc1[N+](=O)[O-] | -0.3% | 1.9%
COCCCn1c(SCC(=O)N2CCc3ccccc32)nnc1-c1ccoc1C | 5.9% | -4.5%
O=C(NCCN1CCN(c2ccccc2)CC1)c1cccn2c(=O)c3ccccc3nc12 | -2.0% | -6.7%
COc1cccc(/C=N/Nc2nn3cnnc3c3ccccc23)c1 | 2.5% | .
C=CCN1C(=O)/C(=C/c2ccc(N(C)C)cc2)S/C1=N\c1nnc(CC)s1 | -59.3%&-58.8% | 2.1%
Cc1cc(Nc2ccccc2)n(-c2ccc(Br)cc2)n1 | -2.5% | .
O=C(/C=C/c1ccc(F)cc1)Nc1cccc([N+](=O)[O-])c1 | 6.6% | 2.5%
CCC1Oc2ccc(C)cc2N(CC(=O)N(Cc2ccc(C)o2)C2CC(C)(C)NC(C)(C)C2)C1=O (stereo not drawn) | 0.7% | .
O=[N+]([O-])CC(=Nc1ccc(Cl)cc1)N/N=C\c1oc(O)c2ccccc12 | 3.0% | .
CC1(C)CC(=O)C(C=NCC2CCNCC2)=C(O)C1 | 2.6% | -5.8%
Cc1csc2nc(CNS(=O)(=O)c3cccnc3)cn12 | -0.6% | .
CC(=O)Oc1ccc(C(=O)Nc2cccc(C(=O)NCC(C)C)c2)cc1 | -3.3% | 1.9%
Cc1cccn2c(=O)c3cc(C#N)c(=N)n(CCN4CCOCC4)c3nc12 | 5.0% | 2.3%
CCOC(=O)c1sc(NC(=O)CN(CC)CC)c(C(=O)OCC)c1C | -0.9% | .
COc1ccc(OCC(=O)Nc2cc(C)ccc2OC)cc1 | -1.3% | 0.0%
O=C(NCCCn1ccnc1)c1sc2cccc(F)c2c1Cl | -0.4% | .
O=C1CCCN1Cc1ncnn1-c1ccccc1 | 2.1%&0.3% | 0.7%&1.3%
Cc1cccc(OCC(=O)Nc2ccc(Cl)cc2Cl)c1 | 5.1% | 6.5%
COc1ccc(Br)cc1C(=O)Nc1cc2nn(-c3ccc(C)cc3)nc2cc1C | 0.9% | 4.0%
COc1cccc(N(C(=O)Cn2nnc(-c3ccc(C)o3)n2)C(C(=O)NC(C)(C)C)c2cccs2)c1 (stereo not drawn) | 5.0% | .
C/C(=N/NC(=O)c1ccccc1[N+](=O)[O-])c1ccc(N2C(=O)C3CCCCC3C2=O)cc1 (stereo not drawn) | 3.5% | -1.7%
Cn1c(-c2ccccc2)cnc1SCc1nc2ccccc2c(=O)[nH]1 | 3.7% | 2.5%
Cc1cccc(OCC(=O)N2CCN(c3ccccn3)CC2)c1 | -6.3% | 3.2%
O=C(c1cc(Cl)ccc1Cl)N1CCOCC1 | 2.9%&0.0% | -12.6%&2.7%
CCCCCCCCOC(=O)C(NC(=O)CCC(=O)Nc1ccc(S(N)(=O)=O)cc1)C(O)c1ccccc1 (stereo not drawn) | 1.2% | .
CCOc1ccc2c(c1)NC(C)(C)c1ssc(=Nc3ccccc3O)c1-2 | -2.9% | 0.1%
O=C(Nc1cc(C(F)(F)F)ccc1F)C1CCC1 | . | -6.7%
CCCc1ccc(-c2nc(Cc3c(F)cccc3Cl)no2)cc1 | 2.2% | -2.2%
CCn1cc(Br)c(C(=O)N2CCN(c3ccccc3)CC2)n1 | 1.5% | -0.5%
CCC(=O)Nc1cc(OC)ccc1OC | 2.9% | -2.0%
O=c1nccc(NCc2ccco2)[nH]1 | -6.2% | 2.7%
Cc1nc2ncnn2c(C)c1CCC(=O)N1CCCCC1 | -4.6% | .
O=C(COc1ncnc2scc(-c3ccc(Cl)cc3)c12)NCc1ccco1 | -3.1% | .
CCCCCCNC(=O)Nc1ccccc1 | 2.2% | -7.4%
O=C(CSc1nnc(-c2ccco2)n1Cc1ccccc1)NCc1ccccc1 | -3.4% | .
CN(C)CCCNc1ncnc2c1cnn2-c1ccccc1 | . | -4.2%
CC(Sc1nnc(-c2cccnc2)o1)C(=O)c1ccccc1 (stereo not drawn) | 4.9% | -0.6%
NC(=O)c1cc2ccc(O)cc2oc1=Nc1ccccc1 | -0.3% | -8.6%
Cc1sc(NC(=O)/C=C/c2cccc(Cl)c2)nc1-c1ccccc1 | 1.3% | -0.3%
N#C/C(=C/c1cccc2ccccc12)C(=O)Nc1ccc(O)cc1 | -0.2% | 3.6%
COc1ccc(-c2nnc(SCC(=O)N(Cc3ccccc3)C(C)(C)C)o2)cc1OC | -4.9% | -7.2%

# Bioassay records (PubChem)
